Screening data deposited in PubChem BioAssay by National Center for Advancing Translational Sciences (NCATS).
Peg3 imprint – qHTS Assay for Compounds that Induce Erasure of Genomic Imprints | AID 1948, 2009 | mouse ES Peg3-LacZ reporter, beta-gal luminescence, 40 h | Potency, µM (highest dose often 60.7 µM), without a hit: at the highest dose activity change, positive = activation, actives largely listed as activators | 110,000 tested, 0.02% active;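 note: 0% = negative control wells on the plate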
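Readout: BetaGlo luminescence (5 min, room temp) for LacZ from the normally silent maternal Peg3 allele in female Peg3LacZ-Neo ES cells. Cells 300/well, 40 h, 37C, 5% CO2. Data normalized per plate to negative controls.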
p53ts 32C kill – qHTS Screen for Compounds that Selectively Target Cancer Cells with p53 Mutations: Cytotoxicity of p53ts Cells at the Permissive Temperature; H1299-p53A138V at 32C, ATP luminescence viability, 24 h; Potency, µM (doses to about 46.1 µM), for the others: at the highest dose activity change, negative = cytotoxicity, actives largely listed as cytotoxic; 130,000 tested, 0.93% active;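 note: 0% = DMSO and -100% = full killing by reference compound; nearly all actives have a fitted effect of over 55% in size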
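Viability by ATPlite luminescence after 24 h compound treatment (up to 46 uM) at the permissive 32C. Cells are H1299 carrying p53 A138V. Scale runs from DMSO basal to 100 uM tamoxifen as full kill; AC50 from Hill fits.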
p53ts 39C tox – qHTS Screen for Compounds that Selectively Target Cancer Cells with p53 Mutations: Cytotoxicity of p53ts Cells at the Nonpermissive Temperature | 130,000 tested, 1.5% active | H1299-p53A138V viability at 39C, ATP luminescence, 24 h | Potency, µM (series often up to 46.1 µM), inactives show top-dose activity change, negative = cell killing, actives largely listed as cytotoxic; note: nearly all actives have a fitted effect of over 55% in size
IkB signaling – IkB Signaling; ABC-DLBCL IkBa-CBG/CBR dual luciferase ratio, 4 h; response scale: scaled: untreated 0%, proteasome inhibitor 100%; Potency, µM (titrated, usually from 57.1 µM), for the others: top-dose IkBa stabilization activation; 110,000 tested, 0.04% active; active = well fitted curve in the direction sought with a large enough effect in the signal ratio, not every such curve was filed as active; inconclusive = small, poorly fitted or top-dose-only effect, or a change in a side signal; the % refers to the signal ratio;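 note: the direction sought is a rising ratio; 0% = basal untreated cells and 100% = reference inhibitor full response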
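In this assay, an IκBα–CBG68 fusion accumulates when IKK-driven degradation is blocked; native CBR normalizes for cell number. OCI-Ly3 cells were treated 4 h with compound and doxycycline, then green and red light read after Chroma-Glo addition.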
The depositor's hits bear a star; ? = inconclusive; . = not tested or not shown; & = joins results of further samples; [ ] = dose if it differs, or a comment. Unless noted, calls come from the whole dose curve; as a rule, active = well fitted curve in the direction sought with a large enough effect; inconclusive = small, poorly fitted or top-dose-only effect, or another doubt; inactive = no such curve, though single readings can be large; an effect the other way counts as inactive or inconclusive. Unless noted, % is set by controls: 0 for no effect and ±100 for the full control effect; potency is the fitted concentration of half-maximal effect.

Field names – A = Peg3 imprint; B = p53ts 32C kill; C = p53ts 39C tox; D = IkB signaling
Cc1ccc(C)c(N2CCN(C(=O)c3cc(C)nc4c3c(C)nn4-c3ccccc3)CC2)c1
  A: -8%[10.9 µM] | B: 5% | C: -15% | D: ?

CCc1ccc(NC(=O)CC2C(=O)N(c3cccc(OC)c3)C(=O)N2Cc2ccc(F)cc2)cc1 (stereo not drawn)
  A: -6%[10.9 µM] | B: 1% | C: -7% | D: ?

CCOCCCn1c(=N)c(C(N)=S)cc2c(=O)n3cccc(C)c3nc21
  A: -19% | B: 1% | C: 9% | D: -0.6%

C=CCSc1nnc(-c2cccnc2)o1
  A: -16% | B: -4% | C: -1% | D: -2.5%

Cc1cccc(OCC(O)Cn2c(=N)n(CCN3CCCCC3)c3ccccc32)c1 (stereo not drawn)
  A: -32%[inhibitor] | B: -15%&-20% | C: 13µM* | D: ?

Cc1cccc(C(=O)Nc2nnc(S(=O)(=O)N3CCOCC3)s2)c1
  A: 8%[10.9 µM] | B: 3% | C: -19% | D: ?

O=C1CC(c2cccs2)CC2=C1C(c1ccccc1)n1ncnc1N2 (stereo not drawn)
  A: -2% | B: 8% | C: 13% | D: 2.5%

COc1ccc(CC(=O)OCc2cc3ccc(C)cc3[nH]c2=O)cc1
  A: -17% | B: -19% | C: 1% | D: 1.1%

COc1ccc(-c2cc(C(=O)NCc3ccc(Cl)cc3)no2)cc1OC
  A: -12% | B: 0% | C: -4% | D: ?

O=C(NCc1cccnc1)c1cccc(F)c1
  A: -2% | B: 8% | C: 7% | D: 0.2%

(list continues)
Field names – A = Peg3 imprint; B = p53ts 32C kill; C = p53ts 39C tox; D = IkB signaling
N#Cc1c(-c2ccco2)cc(-c2ccccn2)nc1N
  A: -6% | B: 8% | C: 4% | D: -2.5%

CC(=O)Nc1nc(C)nc(-c2ccccc2OC(C)=O)n1
  A: -6% | B: -3% | C: -2% | D: -0.8%

Cc1ccc(-c2csc3nnc(SCc4csc(C)n4)n23)cc1
  A: -13% | B: -1% | C: 7% | D: 0.1%

COc1ccccc1NC(=O)CN1CCN(CC(=O)Nc2ccc3c(c2)OCO3)CC1
  A: -9% | B: -5% | C: -8% | D: 0.7%

COc1ccc(Cl)cc1NC(=O)c1cc(S(=O)(=O)N(C)Cc2ccccc2)ccc1F
  A: -4%[10.9 µM] | B: 1% | C: -4% | D: 0.6%

CN(CC(=O)NC1CCCCC1)S(=O)(=O)c1cccc2cccnc12
  A: -4% | B: 2% | C: 4% | D: -0.3%

Cc1ccc(NC(=O)Cn2cnc3sc(C(=O)NCCN(C)C)c(C)c3c2=O)cc1Cl
  A: . | B: -8% | C: 2% | D: .

Cc1ccccc1NC(=O)C1(C)Cc2ccccc2C(=O)O1 (stereo not drawn)
  A: . | B: -7% | C: 30%[activator] | D: .

CCc1nc2n[nH]c(N)c2c2c1CSC(C)(C)C2
  A: . | B: 1% | C: 5% | D: .

O=C(O)CCCC(=O)Nc1ccc(C(=O)N2CCCCC2)cc1
  A: -6% | B: -3% | C: 10% | D: 1.5%

(continued)
Field names – A = Peg3 imprint; B = p53ts 32C kill; C = p53ts 39C tox; D = IkB signaling
Cc1c(C(=O)OCc2ccccc2)[nH]c2c1C(=O)CC(c1ccco1)C2 (stereo not drawn)
  A: -32%[inhibitor] | B: -12% | C: -23% | D: ?

Clc1ccccc1-c1nnc(-c2ccccc2CNc2ccccc2)o1
  A: -5%[10.9 µM] | B: -5% | C: -25% | D: 4.9%

CC1CCc2c(sc3nc(SCC(=O)NCc4ccco4)nc(N)c23)C1 (stereo not drawn)
  A: -21% | B: ? | C: ? | D: ?

COCC(=O)N1CCC2(CCCN(c3ccccn3)C2)CC1
  A: . | B: -1% | C: 3% | D: 0.8%[11.4 µM]

COc1ccc(CCNC(=O)C2CCC(CNS(=O)(=O)c3ccc(C)cc3)CC2)cc1OC (stereo not drawn)
  A: 29%[10.9 µM] | B: 10% | C: 17% | D: -1.7%

Cc1ccc(-n2nc(CO)c(C(=O)NCc3cccnc3)n2)cc1
  A: -5%[10.9 µM] | B: -8% | C: -28% | D: ?

COc1ccc(C(OCCN2CCC[C@@H](C(=O)O)C2)(c2ccc(OC)cc2)c2ccc(OC)cc2)cc1
  A: -6% | B: 42%[activator] | C: 2% | D: 0.3%

COc1cccc(NC(=O)CN2C(=O)CSc3ccc(S(=O)(=O)N4CCCC4)cc32)c1
  A: -14%[10.9 µM] | B: 9% | C: -1% | D: -0.8%

COCCCNC(CC(=O)Nc1ccc(N(C)C)cc1)C(=O)O (stereo not drawn)
  A: 4% | B: 1% | C: 2% | D: -1.6%

CCC(C)NC(=O)CSc1nc2c(sc3ccccc32)c(=O)n1CCc1ccc(OC)c(OC)c1 (stereo not drawn)
  A: 7%[10.9 µM] | B: 3% | C: 4% | D: -1.7%

Five entries out of the list, ordered by SMILES length, largest number first:
Field names – A = Peg3 imprint; B = p53ts 32C kill; C = p53ts 39C tox; D = IkB signaling
COc1ccc(CCNC(=O)C2CCC(CNS(=O)(=O)c3ccc(C)cc3)CC2)cc1OC (stereo not drawn)
  A: 29%[10.9 µM] | B: 10% | C: 17% | D: -1.7%

CC1CCc2c(sc3nc(SCC(=O)NCc4ccco4)nc(N)c23)C1 (stereo not drawn)
  A: -21% | B: ? | C: ? | D: ?

Clc1ccccc1-c1nnc(-c2ccccc2CNc2ccccc2)o1
  A: -5%[10.9 µM] | B: -5% | C: -25% | D: 4.9%

COCCCNC(CC(=O)Nc1ccc(N(C)C)cc1)C(=O)O (stereo not drawn)
  A: 4% | B: 1% | C: 2% | D: -1.6%

COCC(=O)N1CCC2(CCCN(c3ccccn3)C2)CC1
  A: . | B: -1% | C: 3% | D: 0.8%[11.4 µM]

Later entries.
Field names – A = Peg3 imprint; B = p53ts 32C kill; C = p53ts 39C tox; D = IkB signaling
Cn1c(=O)[nH]c(=O)c2c1nc(SCC(=O)Nc1ccccc1)n2Cc1ccccc1
  A: -8% | B: 7% | C: -13% | D: 8.1%

Cc1ccc(C)c(NC(=O)COc2cccc3c2CCN(Cc2ccccc2)C3=O)c1
  A: . | B: -14% | C: 2% | D: .

COc1ccc(C(=O)Cn2nnc(-c3ccccc3NC(=O)C3CC3)n2)cc1
  A: 1% | B: 0% | C: -12% | D: ?

CCCc1nn2c(=O)cc(COC(=O)c3ccc(NC(=O)CCc4ccccc4)cc3)nc2s1
  A: 5%[10.9 µM] | B: 2% | C: 23% | D: ?

CCOc1ccccc1NC(=O)c1ccccc1N(C)S(C)(=O)=O
  A: ? | B: 4% | C: 4% | D: -0.5%

CCOc1cccc2cc(-c3nc4ccc(C(=O)O)cc4[nH]3)c(=O)oc12
  A: -77%[inhibitor][10.9 µM] | B: ? | C: 16µM* | D: ?

COc1cc(NC(=O)c2ccccc2)c(OC)cc1NC(C)=O
  A: -12% | B: 2% | C: 0% | D: -5.3%

OC(COc1ccc2c(c1)CCC2)Cn1cnc2ccccc21 (stereo not drawn)
  A: -31%[inhibitor] | B: -4% | C: -11% | D: -0.1%

Cc1ccc(C)c(N2CCN(C(=O)c3cnn(-c4ccccc4Cl)c3C3CCN(C(=O)OC(C)(C)C)CC3)CC2)c1
  A: -2%[10.9 µM] | B: 1% | C: -9% | D: ?

O=C(CCS(=O)(=O)c1ccc(Br)cc1)NCc1cccs1
  A: -1% | B: -5% | C: -2% | D: -0.4%

(more compounds)
Field names – A = Peg3 imprint; B = p53ts 32C kill; C = p53ts 39C tox; D = IkB signaling
CSCC[C@@H](C(=O)Nc1cccc(F)c1)N1Cc2ccccc2C1=O
  A: -8%[10.9 µM] | B: 2% | C: -21% | D: ?

CCN(CC)C(=O)c1sc2c(c1C)c(=O)n(-c1ccc(Cl)c(Cl)c1)c(=O)n2Cc1ccccc1C#N
  A: -5%[10.9 µM] | B: 14% | C: 1% | D: 0.2%

CC(=O)NCCn1c(SCC(=O)c2ccccc2)nc2ccccc2c1=O
  A: -21% | B: 3% | C: -3% | D: 1.0%

Cc1cc(C)cc(Oc2coc3c(CN4CCN(C)CC4)c(O)ccc3c2=O)c1
  A: 9%[10.9 µM] | B: 13% | C: -9% | D: -0.7%

CC(=O)NCCNc1ncnc2ccc(-c3ccccc3C(F)(F)F)cc12
  A: -11% | B: -1% | C: -14% | D: 0.9%[11.4 µM]

COc1cc(Cl)c(C)cc1NC(=O)c1ccc2c(SCC(=O)O)c3c(nc2c1)CCCC3
  A: 16%[10.9 µM] | B: 8% | C: -18% | D: ?

CCOC(=O)c1[nH]cnc1C(=O)Nc1ccccn1
  A: 8% | B: -4% | C: 2% | D: -1.2%

COc1ccccc1NS(=O)(=O)c1cccc(NC(=O)NC2CCCCC2)c1
  A: . | B: 38%[activator] | C: -20% | D: .

CCOc1ccccc1N(C)C(=O)c1sc2nc3n(c(=O)c2c1C)CCCC3
  A: -11%[10.9 µM] | B: 6% | C: -8% | D: 1.7%

CN(C)c1nc(N(C)C)nc(N(C#N)CN2C(=O)c3ccccc3C2=O)n1
  A: . | B: 6% | C: -4% | D: .

Additional records follow.
Field names – A = Peg3 imprint; B = p53ts 32C kill; C = p53ts 39C tox; D = IkB signaling
Cn1c(=O)c2c(nc(SCc3cccnc3)n2Cc2ccccc2)n(C)c1=O
  A: -16% | B: -2% | C: -10% | D: 1.2%

c1ccc(CN2CC[C@@H](CNc3ncnc4ccccc34)C2)cc1
  A: -21%[10.9 µM] | B: -15%[9.22 µM] | C: -11%[9.22 µM] | D: 1.3%[11.4 µM]

CCOC(=O)NCc1ccc(S(=O)(=O)Nc2ccc(C)cc2)cc1
  A: . | B: -6% | C: -2% | D: .

CC(=O)OC(C)=O
  A: -7% | B: 2%[1.84 µM] | C: 12% | D: 2.3%

CSc1cnn(-c2ccccc2)c(=O)c1SC
  A: -4% | B: 1% | C: 10% | D: -1.2%

Cc1ccc(OCC(=O)n2nc(C)cc2C)c(Br)c1
  A: 2% | B: -2% | C: 0% | D: 4.0%

CCN1CCSc2ccc(C(=O)NCc3ccc(F)cc3)cc21
  A: -16%[10.9 µM] | B: 7% | C: -14% | D: ?

COc1cc(CN(C(=O)COc2ccc(Cl)c(C)c2)c2ccccn2)cc(OC)c1OC
  A: -22%[10.9 µM] | B: -7% | C: 16% | D: ?

Cc1nn(-c2ccc(N3CCCCC3)nn2)c(C)c1CCC(=O)NCc1ccccc1
  A: 8%[10.9 µM] | B: -22% | C: -21% | D: ?

CN(CC(=O)N1CCN(c2ccccn2)CC1)S(=O)(=O)c1ccc(Br)cc1
  A: -20% | B: 1% | C: 11% | D: 5.4%

The listing continues.
Field names – A = Peg3 imprint; B = p53ts 32C kill; C = p53ts 39C tox; D = IkB signaling
COc1cccc(CNC(=O)CSc2ncc(S(=O)(=O)c3ccc(C)c(Cl)c3)c(=O)[nH]2)c1
  A: 2%[10.9 µM] | B: -3% | C: -3% | D: ?

O=C(CSc1nc(=O)n(Cc2ccco2)c2c1CCC2)Nc1ccccc1C(F)(F)F
  A: ? | B: -2% | C: 7% | D: 6.9%

Cc1ccc(S(=O)(=O)NC(=O)Nc2ccc(Cl)cn2)cc1
  A: 10% | B: 0% | C: -6% | D: 0.0%

Nc1nnnn1/N=C/c1ccccc1C(F)(F)F
  A: 6% | B: 5% | C: 5% | D: -1.3%

COc1cc(/C=N/NC(=O)c2cc(-c3ccccc3)n[nH]2)ccc1O
  A: . | B: -8% | C: -10% | D: .

CCCCC(=O)NCCc1cc2ccc(OC)cc2[nH]c1=O
  A: 1% | B: -12% | C: -7% | D: -0.7%

Cc1nnc2n1N=CC=C(C(C)(C)C)S2
  A: 2% | B: 0% | C: 2% | D: -0.3%

COc1cc(N2C(=O)c3ccccc3C2=O)c(Cl)cc1C(=O)OCC(=O)NCc1ccco1
  A: -5% | B: 1% | C: 1% | D: 0.9%

3 of these compounds, set out differently.
Order of values: Peg3 imprint	p53ts 32C kill	p53ts 39C tox	IkB signaling
- CCOC(=O)NCc1ccc(S(=O)(=O)Nc2ccc(C)cc2)cc1
  .	-6%	-2%	.
- CC(=O)OC(C)=O
  -7%	2%[1.84 µM]	12%	2.3%
- CSc1cnn(-c2ccccc2)c(=O)c1SC
  -4%	1%	10%	-1.2%
